# From PubChem BioAssay
# DENV2 CPE: inhibitors of DENV2 cytopathic effect; 1.7% of 350,000 active; DENV2-infected cells, cytopathic effect rescue, plate reader; CPE inhibition, % at 9.99 µM; AID 651640; in the data active = CPE inhibition above about 20%, passing the limit was not always enough; tested in BHK-21 cells;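 note: 0% = median of neutral control wells and 100% = median of positive control wells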
# ERp5 block: blocks human ERp5 reductase activity on insulin | inhibition, % at 9.99 µM | ERp5 insulin aggregation, absorbance 650 nm, 90 min | AID 651711 | 0.05% of 350,000 active;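 active = mean replicate inhibition above about 25%, with every replicate also reaching it, limit read from the data, passing the limit was not always enough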
# Target sequence (Q15084 whole entry, looked up): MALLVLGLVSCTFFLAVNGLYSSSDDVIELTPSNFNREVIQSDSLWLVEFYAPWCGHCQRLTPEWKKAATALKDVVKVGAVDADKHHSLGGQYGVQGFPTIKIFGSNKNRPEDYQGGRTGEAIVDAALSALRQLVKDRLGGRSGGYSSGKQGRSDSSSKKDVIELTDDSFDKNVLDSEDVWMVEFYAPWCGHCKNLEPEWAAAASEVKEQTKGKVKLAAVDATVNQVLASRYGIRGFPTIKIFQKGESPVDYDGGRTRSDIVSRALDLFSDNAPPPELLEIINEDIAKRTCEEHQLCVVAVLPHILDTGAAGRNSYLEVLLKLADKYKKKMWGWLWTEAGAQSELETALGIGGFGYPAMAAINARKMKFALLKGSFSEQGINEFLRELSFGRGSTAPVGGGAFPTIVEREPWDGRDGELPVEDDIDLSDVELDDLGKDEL
# INS-1E GSIS act: GLuc luminescence reporter in INS-1E cells, primary screen for activators of glucose-dependent secretion of insulin; INS-1E GLuc reporter insulin secretion, 2-3 h; activation, % at 16.6 µM; 0.61% of 370,000 active;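 active = lowest replicate activation of at least 40%, so every replicate reaches that level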;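 note: 0% = median of neutral control wells and 100% = median of IBMX positive control wells; some compounds called inactive have numbers as strong as hits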
# CFTR F508del cor: CFTR F508del correction in bronchial cells. AID 720511. 0.36% of 350,000 active. CFBE cells, YFP halide quenching; stimulated with forskolin plus potentiator P3; % fluorescence drop versus neutral controls. activity (quench increase), % at 7.58 µM;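 active = mean added fluorescence quench of at least 8% versus neutral control, with both replicates also reaching 8%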;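 note: cells transiently co-express mutant CFTR-F508del with the halide-sensitive YFP; corrector assay measuring rescue of mutant channel to the surface after 24 h compound exposure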
# ARNT-TACC3 inh: disrupts binding between human ARNT and TACC3; 0.66% of 390,000 active; AlphaScreen His-ARNT PAS-B/GST-TACC3 binding, luminescence; TACC3 fragment carries E629A point mutation; inhibition, % at 9.99 µM; AID 623870; Q9Y6A5;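 active = mean inhibition of replicates at least 50% and at least half of replicates each reaching 50%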;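 note: 0% = complete ARNT plus TACC3 wells and 100% = ARNT alone without TACC3; many hits fall short of the cut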
# EWS-Fli block: EWS/Fli transcriptional activity inhibition | A673 NR0B1-luciferase reporter, viability-normalised | inhibition, % at 12.6 µM | 0.67% of 350,000 active;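 active = mean inhibition of at least 50% after viability correction, with every replicate also passing that limit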;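 note: firefly luciferase signal divided by Alamar Blue viability fluorescence both relative to DMSO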
# PAX8 reporter: PAX8 transcriptional activity inhibition; RMG-I TPO-luciferase reporter, SteadyGlo, 24 h; inhibition, % at 12.6 µM; 1.2% of 360,000 active; AID 652154;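 active = mean replicate inhibition at least 60% with every replicate also reaching 60%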;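 note: luciferase light reporting Pax8 driven TPO promoter activity; plate controls were median of neutral control wells for no effect and mitoxantrone controls for full effect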
# Xi reactivation: activators of X-chromosome reactivation in mouse fibroblasts | XiGFP mouse fibroblasts, % GFP-positive cells imaging, 3 d; cells co-treated with 5-aza-dC sensitizer; scaled so ellipticine positive control = 100% | activation, % at 7.58 µM | AID 743238 | 0.055% of 360,000 active;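 active = mean normalized replicate activation at least 10% and every replicate at or above 10%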;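 note: 0% = median of on-plate neutral control wells and 100% = ellipticine 6 µM median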
#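 System: 68-5-11 XiGFP fibroblast line | Buffer or medium: DMEM containing 5-aza-dC | Compound: Single point | Times: Compounds 3 days, fix/stain 15 min at room temperature | Benchmarks: Positive control ellipticine, 6 µM final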
# * = called active by the depositor; x = no result given; & = joins results of further samples.
SMILES,DENV2 CPE,ERp5 block,INS-1E GSIS act,CFTR F508del cor,ARNT-TACC3 inh,EWS-Fli block,PAX8 reporter,Xi reactivation
COc1cc(SC)ccc1C(=O)NCCOc1ccc(F)cc1,0,-5,-34,x,-2,-78,-101,0.1
CC(C)(C)c1ccc(CN2N=C(/C=C/c3ccccc3)CCC2=O)cc1,-6,-7,-6,-6.8,2,1,0,0.0
CCOc1cccc(OCCCOc2cccc3cccnc23)c1,x,x,-2,x,-1,x,-4,0.1
C=C(C)Cn1c2ccc(NC(=O)CCOCC)cc2c(=O)n1C,-13,0,2,-0.3,x,-8,-27,0.2
OC(c1cc(Cl)cc(Cl)c1)c1ncc(-c2ccccc2C(F)(F)F)[nH]1 (stereo not drawn),16,5,x,2.4,x,11,16,0.0
C=CCC[C@@H](Cc1ccc(F)cc1)C(=O)OC[C@H](Cc1c[nH]c2ccccc12)NC(=O)[C@@H](CC=C)CC(=O)NCCO,2,-6,x,-2.9,-5,2,-67,0.5
COc1ccccc1C(CC(=O)Nc1ccc(Cl)cc1)c1ccc(OC(C)C)cc1 (stereo not drawn),x,x,-12,x,-4,x,-6,0.0
COc1ccccc1/C=C/C=N/NC(=O)c1ccc(=O)n(C)c1,x,x,-6,x,-2,x,-20,0.3
Cc1nn(-c2ccccc2)c(C)c1/C=N/NC(=O)c1cnccn1,4,-6,x,0.8,-4,-12,2,-0.1
O=C(C[C@H]1CC[C@@H]2[C@H](COC[C@H](O)CN2S(=O)(=O)c2ccccc2Cl)O1)NCc1ccccc1Cl,3,0,-9,-0.6,8,1,-8,0.3
COc1cccc(-c2ccc3c(c2)O[C@@H](CN(C)C)[C@H](C)CN([C@@H](C)CO)S3(=O)=O)c1,9,1,13,-2.3,-5,11,x,0.1
COc1ccc(NC(=O)COC(=O)C2CCN(S(=O)(=O)c3cccs3)CC2)cc1,x,-1,3,-0.6,-30,2,-6,0.1
C/C(=C\c1ccccc1)C(=O)Nc1nc2ccc([N+](=O)[O-])cc2s1,-3,1,3,-1.1,-11,-58,x,0.0
Cc1nc(Cl)sc1C(=O)Nc1ccccc1Cl,6,-1,24,1.5,-3,3,1,0.1
O=[N+]([O-])c1cccc(Cn2cnc3c(=S)nc[nH]c32)c1,14,-5,-6,2.4,-5,-1,x,-0.1
CC(C)NC(=O)N(C)C[C@H]1Oc2ncc(C#CC3CCCCC3)cc2C(=O)N([C@@H](C)CO)C[C@@H]1C,x,x,-10,1.3,x,28,x,-0.9
C[C@@H]1CN([C@H](C)CO)C(=O)c2cc(C#CC3CC3)cnc2O[C@H]1CN(C)S(=O)(=O)c1cccc(F)c1,11,-1,-1,1.9,-1,-5,x,-0.9
CC(C)(C)C(=O)Nc1ccc(-c2nnc3n2CCCCC3)cc1,8,-13,-15,-0.8,-1,0,13,0.0
Cc1ccc(N=Nc2ccc(C)cc2NC(=O)Nc2ccccc2F)cc1,19,0,0,1.4,-13,-1,-39,0.1
COc1ccc(C(=O)Nc2ccc3oc(-c4cccc(Cl)c4)cc(=O)c3c2O)cc1,x,x,23,4.3,-2,9,-17,0.0
Nc1[nH]c(C(=O)c2ccccc2)c(-c2ccccn2)c1C(=O)c1c[nH]c2ccccc12,7,-2,30,0.0,x,10,-6,0.4
C[C@H]1CN([C@@H](C)CO)C(=O)c2c(c3ccccc3n2C)-c2ccccc2CO[C@H]1CN(C)S(=O)(=O)c1ccccc1,6,-1,-6,-0.3,-1,-4,x,-0.1
Cc1[nH]c2ccccc2c1CCN(Cc1cccnc1)C(=S)Nc1cccc(F)c1,-3,-5,-9,0.8,10,7,-1,0.2
Cc1ccc(C)c(CSc2nnc([C@@H]3CCCN3)o2)c1,11,-1,-2,2.4,0,3,-3,0.0
C[C@@H]1CN([C@H](C)CO)C(=O)c2cccc(NC(=O)C3CCCCC3)c2O[C@@H]1CN(C)Cc1ccc(C(=O)O)cc1,-4,1,-3,1.3,-8,1,x,0.1
N#C/C(C(=O)N1CCCC1)=C1/N=C(N)c2ccccc21,-8,2,-6,x,-9,1,108*,-0.1
CCOC(=O)CN1C(=O)N[C@@H](c2cccs2)C(C(=O)OC)=C1C,-7,-3,-6,-2.5,x,-1,-5,0.0
C[C@@H]1CN([C@@H](C)CO)S(=O)(=O)c2ccc(-c3ccc(C#N)cc3)cc2O[C@@H]1CN(C)C(=O)CN(C)C,11,-6,0,1.1,3,-8,x,1.0
CCc1cc2ccc(C)cc2nc1SCC(=O)Nc1cc(C)on1,1,1,8,-2.0,3,-13,12,0.0
O=C(NCC1CC1)c1cccc2c(-c3ccc(F)c(F)c3)coc12,-5,4,-7,0.3,x,-14,8,-0.2
CCCC(=O)Nc1ccc2c(c1)OC[C@H](C)N(C(=O)c1cccnc1)C[C@@H](C)[C@H](OC)CN(C)C2=O,3,-6,5,-0.2,5,1,2,0.6
C[C@H](CO)N1C[C@H](C)[C@H](CN(C)C)Oc2ncc(-c3ccncc3)cc2C1=O,18,0,23,1.7,-20,-12,x,0.1
CC(=O)Nc1ccc(NC(=O)CCc2ccc(C)o2)cc1,9,2,7,-0.6,-5,x,-29,0.1
COCC(=O)Nc1ccc2c(c1)C(=O)N(C)C[C@@H](OC)[C@H](C)CN(Cc1ccccc1OC)[C@@H](C)CO2,-3,-8,5,1.0,-1,-9,x,0.3
COc1cc(C2NC(=S)NC(c3ccccc3)=C2C(C)=O)cc(Cl)c1OCC(=O)O (stereo not drawn),1,2,0,2.1,-8,-18,x,x
C[C@H](CO)N1C[C@H](C)[C@@H](CN(C)Cc2ccncc2)Oc2ncc(-c3ccc(C#N)cc3)cc2C1=O,17,0,24,-0.5,1,-5,x,-0.7
CC1CN(c2ncc(/C=N/NC(=O)c3ccccc3O)s2)CC(C)O1 (stereo not drawn),4,8,-9,0.2,24,4,-15,0.0
CN(C)C(=O)CNc1ccn2nc(-c3cccc(OCCN4CCOCC4)c3)cc2n1,-5,4,x,0.7,x,-8,-8,0.1
O=C(NC(=S)N1CCN(c2ccccc2)CC1)c1c(F)cccc1F,75*,1,15,0.7,0,8,-6,-0.1
CCOc1ccc(NC(=O)COC(=O)c2ccc(S(=O)(=O)N3CCOCC3)cc2)cc1,x,7,8,1.6,-3,-3,5,0.1
COc1ccc(C2=NS(=O)(=O)N(C)C(C(=O)N3CCCCC3C)=C2)cc1 (stereo not drawn),3,-6,-6,1.3,3,-3,4,0.0
C[C@@H]1CN([C@H](C)CO)C(=O)c2cc(NC(=O)Nc3ccc4c(c3)OCO4)ccc2O[C@H]1CN(C)Cc1ccncc1,-4&-6,-1&2,0&-8,-0.9&4.5,9&0,-3&-8,4,0.0&0.0
Cc1ccc(C)c(N2CCN(C(=O)CCc3nc(-c4ccccc4C(F)(F)F)no3)CC2)c1,4,-16,x,0.9,-1,-92,-110,0.0
COc1cc(CCC(=O)N2CC(C)OC(C)C2)cc(OC)c1OC (stereo not drawn),x,3,-8,-1.5,-4,2,-7,0.2
Cc1ccc(NC(=O)c2cccc(N3C(=O)C4C5C=CC(C5)C4C3=O)c2)cc1C (stereo not drawn),0,20,-35,-1.7,-15,-6,-9,0.2
C[C@H]1CN([C@@H](C)CO)C(=O)Cc2cc(NC(=O)NC3CCCCC3)ccc2O[C@H]1CN(C)S(=O)(=O)c1cn(C)cn1,-4,1,-1,3.7,-7,-2,x,0.0
Cc1cc(C)c(NS(=O)(=O)c2ccccc2)c(C)c1NS(=O)(=O)c1ccccc1,-1,10,-18,-0.1,6,0,10,-0.1
CC(=O)c1ccc(C(=O)N2CCCC(Nc3ccccc3)C2)s1 (stereo not drawn),-10,8,15,2.0,0,-4,x,-0.1
O=C(c1ccc(F)cc1)N1CCCCN2[C@H](CO)[C@H](c3ccc(/C=C/c4ccccc4)cc3)[C@H]2C1,-26,2,-24,-7.8,-2,38,10,0.2
O=C(COC(=O)C1(c2ccc(F)cc2)CCCC1)NCc1ccco1,5,3,0,-0.3,-2,11,3,0.2
COC(=O)C[C@@H]1CC[C@@H]2[C@H](COc3ccc(NC(=O)c4cc(C)on4)cc3C(=O)N2C)O1,-13,-1,-2,14*,9,60*,24,-0.1
CC(C)NC(=O)N[C@H]1CC[C@@H](CCNC(=O)C2CCCC2)O[C@@H]1CO,5,5,-6,0.9,x,-48,-12,-0.3
Cc1cc(N)nc(=O)n1C1CC(O)C(CO)O1 (stereo not drawn),-7,6,1,0.0,-29,-9,-11,0.0
O=C1Nc2ccccc2-c2nnnn2C1N1CCC(Cc2ccccc2)CC1 (stereo not drawn),10,-2,-20,2.7,x,6,-2,-0.1
O=C(NCCN1CCN(c2cccc(Cl)c2)CC1)Nc1ccccc1,1,1,2,0.0,-3,3,7,0.2
O=C(CNC(=O)c1ccc(Br)o1)NCC1COc2ccccc2O1 (stereo not drawn),-1,2,4,2.7,2,-9,-5,0.3
CCCNC(=O)c1cc(C2CCCCN2C(=O)c2cc(F)ccc2C)on1 (stereo not drawn),18,-1,-12,-0.7,x,-3,0,0.0
N#Cc1c(SCC(=O)O)nc(N2CCOCC2)c2c1CCCC2,-6,2,32,1.9,-3,-10,13,-0.2
O=C(Nc1cccc(F)c1)C1CCN(C(=O)c2ccco2)CC1,1,2,-2,-1.6,-13,-6,3,0.2
CN1[C@@H]2Cn3c(ccc(C4=CCCC4)c3=O)[C@H]1[C@@H](C(=O)N1CCCCC1)[C@@H]2CO,110*,0,8,x,5,-5,x,0.2

# Record cards (already shown). Screens in order: DENV2 CPE, ERp5 block, INS-1E GSIS act, CFTR F508del cor, ARNT-TACC3 inh, EWS-Fli block, PAX8 reporter, Xi reactivation
# Shown for `O=C(COC(=O)C1(c2ccc(F)cc2)CCCC1)NCc1ccco1` = 5, 3, 0, -0.3, -2, 11, 3, 0.2
# Shown for `Cc1cc(C)c(NS(=O)(=O)c2ccccc2)c(C)c1NS(=O)(=O)c1ccccc1` = -1, 10, -18, -0.1, 6, 0, 10, -0.1
# Shown for `O=C(c1ccc(F)cc1)N1CCCCN2[C@H](CO)[C@H](c3ccc(/C=C/c4ccccc4)cc3)[C@H]2C1` = -26, 2, -24, -7.8, -2, 38, 10, 0.2
# Shown for `COC(=O)C[C@@H]1CC[C@@H]2[C@H](COc3ccc(NC(=O)c4cc(C)on4)cc3C(=O)N2C)O1` = -13, -1, -2, 14*, 9, 60*, 24, -0.1

# (more compounds)
SMILES,DENV2 CPE,ERp5 block,INS-1E GSIS act,CFTR F508del cor,ARNT-TACC3 inh,EWS-Fli block,PAX8 reporter,Xi reactivation
C/C(=N\NC(=O)CN1CCN(c2ccc(F)cc2)CC1)c1ccco1,1,-3,-3,-1.1,-3,10,14,0.2
CSC(=Nc1ccccc1)Nc1ccccc1,2,5,0,0.8,-5,-9,5,0.3
O=C(NCc1ccccc1)c1nc[nH]c1C(=O)N1CCN(c2ccccc2)CC1,1,-3,x,1.2,4,2,11,0.1
C[C@@H]1CN([C@@H](C)CO)C(=O)c2cc(NC(=O)Nc3ccc(F)cc3)ccc2O[C@H]1CN(C)C(=O)Nc1ccc(C(F)(F)F)cc1,x,x,9,-1.2,x,9,x,-1.1
COc1ccc(CNC(=O)CS(=O)Cc2nc(-c3ccccc3C)oc2C)cc1 (stereo not drawn),-2,-1,-28,-1.4,22,1,3,0.1
COc1cccc(CNC(=O)[C@@H]2CCCN2C(=O)[C@@H]2CCCN2C(=O)OC(C)(C)C)c1,12,-11,5,-3.3,x,-9,1,-0.2
Cc1ccc(S(=O)(=O)Nc2ccncc2)c(C)c1N(C)S(=O)(=O)c1ccc(F)cc1,x,x,6,x,-3,x,2,0.4
C[C@H](CO)N1C[C@H](C)[C@@H](CN(C)Cc2ccc(C(=O)O)cc2)Oc2ccc(NC(=O)Cc3ccccc3)cc2CC1=O,-5,4,8,2.8,-12,0,0,0.3
CCOC(=O)C1CCN(CCC(=O)Nc2ccc(Br)cc2)CC1,4,2,-13,-2.6,-3,1,10,-0.1
